# Assay outcomes (PubChem BioAssay)
# SUMO1-SIM PPI = modulators of SUMO1 protein-protein interactions, primary screen, biochemical, uHTS. 360,000 tested, 0.33% active. Small ubiquitin-related modifier 1 (Homo sapiens), P63165. AID 602429, 2012. SUMO1 binding to a labelled peptide, TR-FRET, 1 h. inhibition, % at 20 µM; in the data active = inhibition above about 37%
# Scp1 inh = Scp-1 phosphatase inhibitors, primary screen, biochemical, colorimetric, uHTS; Carboxy-terminal domain RNA polymerase II polypeptide A small phosphatase 1 (Homo …; Recombinant Scp1, phosphopeptide, malachite green phosphate absorbance; inhibition, % at 20 µM; 340,000 tested, 0.88% active; AID 493091, 2011;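 active = inhibition above about 50% at 20 µM, limit read from the data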;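 also: plate controls were DMSO wells with enzyme for no effect and wells lacking enzyme for full effect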
#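 assay system = SCP-1 phosphatase catalytic domain, residues 76-261 | buffer or medium = 50 mM Tris acetate pH 5.5, 0.005% Tween-20, 10 mM MgCl2 | incubation = enzyme reaction 45 min at room temperature, colour 5 min, stabilisation 30 min | signal = Phosphate-binding colour reagent, absorbance read at 630 nm | measure = % inhibition at 20 µM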
# NadD inh = inhibitors of S. aureus NadD, primary screen, biochemical, colorimetric, uHTS; 360,000 tested, 0.78% active; AID 602399, 2012; purified NadD enzyme, colorimetric absorbance read-out; inhibition, % at 20 µM; in the data active = inhibition above about 26%; also: some compounds past the cut are filed as inactive
# DNMT1 inh = human DNMT1 methyltransferase inhibitors, primary screen, biochemical, molecular beacon, fluorescence, HinP1I cleavage, uHTS | DNA (cytosine-5)-methyltransferase 1 (Homo sapiens), P26358 | inhibition (reported as % activation of signal), % at 10 µM | 360,000 tested, 0.83% active; in the data active = inhibition above about 50%
# Rpn11 block = Rpn11 (PSMD14) deubiquitinase inhibitors, primary screen, biochemical, fluorescence polarization, uHTS. 26S proteasome non-ATPase regulatory subunit 14 (Homo sapiens), O00487. human 26S proteasome, Ub4-pepOG fluorescence polarization; 20S core pre-blocked with epoxomicin. calls only at 20 µM. 360,000 tested, 0.59% active. AID 588493, 2011;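 active = inhibition at 20 µM, scaled to each plate's controls, above about 33%, limit read from the data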
# STEP inh = STEP phosphatase inhibitors, primary screen, biochemical, fluorescence intensity, uHTS; Tyrosine-protein phosphatase non-receptor type 5 (Homo sapiens), P54829; inhibition, % at 20 µM; 360,000 tested, 0.25% active; AID 588621, 2011; recombinant STEP, OMFP fluorogenic substrate;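 active = inhibition at 20 µM, scaled per plate between control wells, above about 37%, limit read from the data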;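 also: 0% = DMSO with enzyme and substrate and 100% = substrate only without enzyme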
# Target sequence (P54829 whole entry, looked up): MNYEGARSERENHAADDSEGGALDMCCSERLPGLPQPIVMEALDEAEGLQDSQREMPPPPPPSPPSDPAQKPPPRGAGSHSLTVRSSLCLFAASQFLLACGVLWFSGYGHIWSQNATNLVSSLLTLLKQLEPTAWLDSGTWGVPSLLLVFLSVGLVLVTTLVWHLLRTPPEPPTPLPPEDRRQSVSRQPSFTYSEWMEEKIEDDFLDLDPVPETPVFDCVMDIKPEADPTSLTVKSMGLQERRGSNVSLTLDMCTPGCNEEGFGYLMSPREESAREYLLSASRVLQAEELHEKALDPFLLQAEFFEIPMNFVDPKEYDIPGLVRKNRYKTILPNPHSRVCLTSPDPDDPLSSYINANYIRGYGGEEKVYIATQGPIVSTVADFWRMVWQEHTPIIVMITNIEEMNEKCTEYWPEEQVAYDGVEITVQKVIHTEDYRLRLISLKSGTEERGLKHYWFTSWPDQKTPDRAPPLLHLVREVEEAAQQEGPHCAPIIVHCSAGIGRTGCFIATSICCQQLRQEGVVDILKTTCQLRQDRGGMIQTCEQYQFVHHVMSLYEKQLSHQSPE
#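 Test system: STEP tyrosine phosphatase / Reagent: OMFP at 25 µM / Doses: 20 µM, 1% DMSO / Read-out: percent inhibition scaled to no-enzyme and uninhibited-enzyme controls, plate-pattern corrected / Detection: FITC-channel fluorescence of OMFP product / Medium: Bis-Tris buffer pH 6.0, 2.5 mM DTT, 0.005% Tween 20 / Schedule: 20 min at room temperature, dark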
# CSN inh = inhibitors of CSN-mediated cullin deneddylation, primary screen, biochemical, fluorescence polarization, uHTS; Purified CSN, SCF-Nedd8-OG deneddylation; inhibition, % at 12.5 µM; COP9 signalosome complex subunit 5 (Homo sapiens), Q92905; 360,000 tested, 0.38% active; AID 651999, 2013;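 active = pattern-corrected inhibition above about 35%, with an unprinted fluorescence ratio check between 0.5 and 1.5, limit read from the data, passing the limit was not always enough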;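 also: 0% = enzyme with substrate and 100% = substrate without enzyme; some results filed as inactive read as strong as hits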
# Target sequence (Q92905 whole entry, looked up, one chain of several): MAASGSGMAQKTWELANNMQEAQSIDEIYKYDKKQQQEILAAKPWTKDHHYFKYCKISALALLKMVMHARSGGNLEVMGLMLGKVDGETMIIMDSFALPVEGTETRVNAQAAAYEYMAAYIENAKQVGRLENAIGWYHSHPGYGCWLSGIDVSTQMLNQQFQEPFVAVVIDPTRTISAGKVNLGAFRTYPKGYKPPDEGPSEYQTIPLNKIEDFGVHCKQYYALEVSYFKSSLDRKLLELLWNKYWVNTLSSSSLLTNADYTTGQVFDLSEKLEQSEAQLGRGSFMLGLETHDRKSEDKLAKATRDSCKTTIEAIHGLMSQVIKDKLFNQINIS
#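 Assay system: HEK293T-derived human Csn5 enzyme; quantity: 0.24 nM enzyme; medium: Tris/NaCl/DTT buffer, pH 7.5; also added: substrate SCFSkp2-Nedd8OG, 10 nM; doses: 12.5 µM compound; schedule: 90 min reaction at room temperature; signal: FP; read-out: % inhibition of substrate cleavage by Csn5; benchmarks: substrate-only high control, full reaction low control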
# LMPTP inh = LMPTP phosphatase inhibitors, primary screen, biochemical, fluorescence intensity, uHTS. recombinant LMPTP-A, OMFP fluorogenic substrate. AID 651560, 2012. inhibition, % at 20 µM. 360,000 tested, 0.22% active. Low molecular weight phosphotyrosine protein phosphatase (Homo sapiens), P24666;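 active = compounds that cut the enzyme signal by at least half of the control window in the single-dose screen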;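 also: plate controls were DMSO wells with enzyme plus substrate for no effect and substrate without enzyme for full effect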
# Target sequence (P24666 whole entry, looked up): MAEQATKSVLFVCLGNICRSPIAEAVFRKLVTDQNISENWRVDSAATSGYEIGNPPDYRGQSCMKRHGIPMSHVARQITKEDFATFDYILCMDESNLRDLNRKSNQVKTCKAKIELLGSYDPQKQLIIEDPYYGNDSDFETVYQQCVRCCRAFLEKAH
#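 material = LMPTP-A | quantity = 0.625 nM enzyme | reagent = OMFP substrate, 400 µM final | buffer or medium = Bis-Tris pH 6.0, DTT, detergent | detection = endpoint fluorescence intensity from OMFP dephosphorylation | dosing = single 20 µM dose | read-out basis = % inhibition relative to no-enzyme and uninhibited control wells | control set = no-enzyme and uninhibited controls | timing = 50 min at room temperature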
# Tb MetRS inh = T. brucei MetRS inhibitors, primary screen, biochemical, luminescence. purified T. brucei MetRS, ATP depletion, Kinase-Glo luminescence. inhibition, % at 11.9 µM. 360,000 tested, 0.4% active. AID 624268, 2012;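 active = inhibition above a per-plate cutoff of the control wells' mean inhibition plus 3 SD, cut at about 5.5% in these data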;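 also: 0% = DMSO wells median and 100% = median of wells with control inhibitor compound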
#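 Test system – parasite MetRS enzyme · Reagent – substrates ATP, L-methionine and bulk Escherichia coli tRNA · Doses – 11.9 µM compound single dose, 0.9% DMSO · Times – 15 min enzyme-compound preincubation, 2 h reaction, 10 min detection, 25 °C · Signal – Kinase-Glo luminescence, ATP depletion format · Controls – DMSO-only wells as low control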
# MsrA inh = bovine MsrA enzyme inhibitors, primary screen, biochemical, absorbance, HTS. Methionine sulfoxide reductase A (Bos taurus). purified bovine MsrA, absorbance read-out. inhibition, % at 15.5 µM. 360,000 tested, 0.75% active. AID 651718, 2012; in the data active = inhibition above about 4.5%;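 also: 0% = vehicle wells with enzyme and 100% = reference inhibitor wells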
# An asterisk follows results filed as active; i = inactive; / = not tested or not shown.
[1] O=C(COc1ccc(S(=O)(=O)N2CCOCC2)cc1Cl)NCc1ccccn1
[2] COC(=O)c1cc(S(=O)(=O)N2CCCCCC2)c[nH]1
[3] CC(=O)c1ccc(OCc2cn(CC(=O)c3ccc(O)cc3)nn2)c(C)c1
[4] Cn1c(CCc2ccc(N)cc2)nc2ccccc21
[5] COc1ccccc1Nc1ccc([N+](=O)[O-])cn1
[6] COc1ccc(NC(=O)CSc2nnc(Cc3ccccc3)o2)c(OC)c1
[7] COC(=O)c1ccc(N=NNc2ccccc2)cc1
[8] CC(=O)Nc1ccc(NC(=O)C2(C)Cc3c(-c4cccc(C(F)(F)F)c4)ccnc3O2)cc1 (stereo not drawn)
screen / no.,1,2,3,4,5,6,7,8
SUMO1-SIM PPI,-7,4,0,3,-24,-4,-6,-4
Scp1 inh,-7,-7,/,9,1,-12,-24,/
NadD inh,2,-1,9,-3,-4,-7,1,-4
DNMT1 inh,-2,2,40,-2,1,13,-2,2
Rpn11 block,i,i,i,i,i,i,i,i
STEP inh,-2,-2,0,4,2,2,0,2
CSN inh,3,4,-2,0,3,5,1,4
LMPTP inh,-1.4,-2.4,0.3,3.3,-0.1,-1.4,-0.1,1.9
Tb MetRS inh,0.6,0.0,0.3,-0.7,-0.4,-0.2,-0.3,-0.2
MsrA inh,-0.3,/,0.9,2.5,4.1,-0.6,1.7,-0.2

[9] Cc1ccc2c(c1)C1(OCCO1)C(=O)N2
[10] Cc1cc(C)n(CCNC(=O)[C@H]2O[C@@H](n3cnc4c(N)ncnc43)[C@H](O)[C@@H]2O)n1
[11] CC(C)N(c1ccccc1)c1ncnc(NCCC(=O)O)c1[N+](=O)[O-]
[12] Cc1ccc(S(=O)(=O)Nc2ccccc2[N+](=O)[O-])cc1
[13] CCOc1ccccc1CNS(=O)(=O)c1cnc[nH]1
[14] CCOc1ccc(N=Cc2c(O)c3ccccc3oc2=O)cc1
[15] COCC(=O)N1CCC(Oc2ccc(C(=O)NCCCC3CCCC3)cc2)CC1
[16] Cc1ccc(NC2=C(CC(=O)O)C(c3ccccc3)N(c3ccc(C)cc3)C2=O)cc1 (stereo not drawn)
screen / no.,9,10,11,12,13,14,15,16
SUMO1-SIM PPI,-1,5,-12,-7,0,-11,-1,2
Scp1 inh,-11,/,-6,/,-4,-5,-2,-8
NadD inh,-3,1,-6,/,-2,-4,9,10
DNMT1 inh,-3,3,-1,/,0,-2,5,-5
Rpn11 block,i,i,i,/,i,i,i,i
STEP inh,-1,-3,-1,/,-1,-1,3,2
CSN inh,-1,0,0,-3,3,10,-2,1
LMPTP inh,1.8,-1.1,-1.1,-0.7,-0.5,-2.1,-1.0,1.5
Tb MetRS inh,-0.1,-0.2,-0.7,0.3,0.1,-0.5,-0.1,0.1
MsrA inh,-0.1,0.1,0.6,0.0,-0.2,1.4,0.0,-0.3

[17] COc1ccc(OC)c(C2=Nn3c(nnc3-c3ccco3)SC2)c1
[18] COc1ccc(/C=C/C(=O)c2ccc(O)cc2)cc1
[19] Cc1ccccc1NC(=O)CC1C(=O)NCCN1C(=O)c1cccc(Cl)c1 (stereo not drawn)
[20] CCOCC(=O)Nc1ccc(C)c(Cl)c1
[21] CCN1CN=C(NS(=O)(=O)c2ccc(C)cc2)NC1
[22] c1ccc2c(c1)Nc1cc3ccccc3cc1O2
[23] CCOC(=O)c1csc(NC(=O)Nc2cccc(Cl)c2)n1
[24] CCNC(=O)/C(C#N)=C/c1c(N2CCCCCC2)nc2c(C)cccn2c1=O
screen / no.,17,18,19,20,21,22,23,24
SUMO1-SIM PPI,-4,-17,1,0,11,-4,-1,-14
Scp1 inh,5,-1,4,-6,-6,-8,-2,-12
NadD inh,1,-4,4,2,-1,0,2,4
DNMT1 inh,0,-5,3,2,4,18,30,-3
Rpn11 block,i,i,i,i,i,i,i,i
STEP inh,0,0,-3,1,2,-1,0,-3
CSN inh,2,1,8,2,-10,1,-9,-5
LMPTP inh,-0.3,1.6,0.0,0.0,-1.6,-1.1,29,0.3
Tb MetRS inh,-0.9,-2.3,-0.2,-0.5,-0.2,-0.4,-0.4,-0.7
MsrA inh,2.5,5.2*,0.4,-0.8,-0.2,0.1,-0.9,0.1

[25] CC(CN1CCCCC1)C(=O)NN (stereo not drawn)
[26] Cc1ccc(NC(=O)/C(C#N)=C/c2ccsc2)c(C)c1
[27] N#Cc1ccc(NC(=O)COc2ccc(-n3cnnn3)cc2)cc1
[28] CC(=O)Nc1ccc(N/C=C/C(=O)c2ccc(C)cc2)cc1
[29] Cc1ccc(-c2nc(CS(=O)CC(=O)NC3CCCC3)c(C)o2)cc1 (stereo not drawn)
[30] CCOC(=O)C1=C2SCCN2C(=O)C(C#N)C1(C)C (stereo not drawn)
[31] COc1ccc(N2CCN(C(c3ccc4ncccc4c3)c3nnnn3C(C)(C)C)CC2)cc1 (stereo not drawn)
[32] O=C(CSc1c2c(nc3ccc(Cl)cc13)CCCC2)NCCCN1CCOCC1
screen / no.,25,26,27,28,29,30,31,32
SUMO1-SIM PPI,3,-5,8,2,4,4,3,-11
Scp1 inh,-2,-10,-7,-2,-14,-3,-5,-6
NadD inh,-8,-4,-2,6,-4,0,-1,-2
DNMT1 inh,-2,2,1,0,0,0,-1,2
Rpn11 block,i,i,i,i,i,i,i,i
STEP inh,-4,-4,0,1,1,2,4,1
CSN inh,5,0,6,-4,1,2,-12,8
LMPTP inh,-2.6,-1.9,0.3,0.1,-1.4,-1.0,-0.5,-0.4
Tb MetRS inh,-0.7,-0.6,-0.1,0.3,-0.1,-0.3,-0.1,-0.1
MsrA inh,-0.1,-1.2,-0.8,-0.6,-0.8,1.4,-1.4,0.2

[33] Cn1cccc1C(=O)OCc1csc(-c2ccccc2)n1
[34] C(=N\Nc1nc(N2CCCC2)nc(N2CCCC2)n1)/c1ccccc1OCc1ccccc1
[35] CCc1c(C)nc2ccc(Br)cc2c1Cl
[36] O=C(COC(=O)/C=C/c1ccc(S(=O)(=O)N2CCOCC2)cc1)NCc1ccc(F)cc1
[37] Cc1ccc(CN2CCN(C(=O)CC(C)C)CC2)cc1
[38] CSc1nc(N)c(C(=O)Nc2ccc([N+](=O)[O-])cc2)s1
[39] COc1ccccc1C(=O)NC(CCSC)C(=O)NNC(=O)c1ccncc1 (stereo not drawn)
[40] CCCCC(=O)N(C)c1c(CC)nc2c(OCC(N)=O)cccn12
[41] CC(C)NC(=O)C1(C)CSCC(=O)N1C1CCN(Cc2ccccc2)CC1 (stereo not drawn)
[42] COC(=O)c1ccc2nccnc2c1
[43] CCCCOc1ccc(C(C)NC(=O)C2CCCN(S(=O)(=O)CC)C2)cc1 (stereo not drawn)
screen / no.,33,34,35,36,37,38,39,40,41,42,43
SUMO1-SIM PPI,-3,-1,-4,-12,3,-26,5,-2,-3,-25,0
Scp1 inh,-8,5,-2,-4,-2,-11,1,/,/,-5,-5
NadD inh,-3,16,-8,4,-7,-3,-1,-2,/,4,6
DNMT1 inh,-1,3,4,-1,4,-3,2,-3,/,2,1
Rpn11 block,i,i,i,i,i,i,i,i,/,i,i
STEP inh,-3,5,1,-3,-4,-2,-1,-2,/,0,-2
CSN inh,1,2,0,-11,3,5,-3,1,-2,-2,-1
LMPTP inh,1.6,6.4,0.2,-1.6,-2.9,3.0,-1.0,-2.6,-1.8,-0.5,0.1
Tb MetRS inh,-0.2,0.5,0.5,-0.5,-1.1,-0.7,-0.4,-0.2,-1.1,0.1,1.2
MsrA inh,0.5,0.3,-0.8,1.6,-1.7,2.3,0.0,-0.1,0.1,-1.1,-0.5

# Gathered by group: those above containing an aryl methoxy group
[5] COc1ccccc1Nc1ccc([N+](=O)[O-])cn1
[6] COc1ccc(NC(=O)CSc2nnc(Cc3ccccc3)o2)c(OC)c1
[17] COc1ccc(OC)c(C2=Nn3c(nnc3-c3ccco3)SC2)c1
[18] COc1ccc(/C=C/C(=O)c2ccc(O)cc2)cc1
[31] COc1ccc(N2CCN(C(c3ccc4ncccc4c3)c3nnnn3C(C)(C)C)CC2)cc1 (stereo not drawn)
[39] COc1ccccc1C(=O)NC(CCSC)C(=O)NNC(=O)c1ccncc1 (stereo not drawn)
screen / no.,5,6,17,18,31,39
SUMO1-SIM PPI,-24,-4,-4,-17,3,5
Scp1 inh,1,-12,5,-1,-5,1
NadD inh,-4,-7,1,-4,-1,-1
DNMT1 inh,1,13,0,-5,-1,2
Rpn11 block,i,i,i,i,i,i
STEP inh,2,2,0,0,4,-1
CSN inh,3,5,2,1,-12,-3
LMPTP inh,-0.1,-1.4,-0.3,1.6,-0.5,-1.0
Tb MetRS inh,-0.4,-0.2,-0.9,-2.3,-0.1,-0.4
MsrA inh,4.1,-0.6,2.5,5.2*,-1.4,0.0
